GPR7 antag = human neuropeptides B/W receptor 1 antagonism | inhibition, % at 4.4 µM | 290,000 compounds, 1.1% hits | GPR7-expressing cells, fluorescence antagonist assay | P48145; in the data active means inhibition above about 16%, passing the limit was not always enough;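 further: cells stimulated with the agonist NPW; 0% = agonist with vehicle and 100% = vehicle without agonist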
Target sequence (P48145 whole entry, looked up): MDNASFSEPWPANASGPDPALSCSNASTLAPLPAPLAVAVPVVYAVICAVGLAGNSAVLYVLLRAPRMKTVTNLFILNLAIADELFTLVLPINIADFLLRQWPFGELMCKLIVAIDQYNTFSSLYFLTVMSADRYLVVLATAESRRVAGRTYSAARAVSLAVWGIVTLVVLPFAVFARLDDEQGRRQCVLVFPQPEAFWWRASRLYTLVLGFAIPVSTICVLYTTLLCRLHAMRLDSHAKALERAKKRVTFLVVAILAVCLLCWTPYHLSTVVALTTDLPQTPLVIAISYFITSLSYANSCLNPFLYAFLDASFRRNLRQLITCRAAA
NALP1 yeast inh = inhibitors of NALP1 inflammasome in yeast | S. cerevisiae NALP1/ASC/caspase-1 growth, X-gal OD620, 72 h | inhibition, % at 10 µM | 280,000 compounds, 0.61% hits; in the data active means inhibition mostly above about 24%, no sharp cut-off; inactive means mostly below about 32%; further: some compounds called inactive have numbers as strong as hits
MEKK2wt PB1 HTS = raises or lowers MEK5 binding to wildtype human MEKK2 PB1 domain; Q9Y2U5; bead flow cytometry, Alexa488-MEK5 binding to MEKK2 WT; actives lie on both sides; binding response (% of control), % at 10 µM; 290,000 compounds, 1.1% hits; AID 1531; in the data active means binding response below about 67% or above about 130%
V1aR counter = counter-screen for oxytocin receptor agonists: human V1a receptor agonists; P37288; AID 2797; CHO-V1R cells, Fluo-8 calcium fluorescence, agonist mode; 0% DMSO, 100% 3 nM vasopressin; activation, % at 3 µM; 320,000 compounds, 0.25% hits;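 active means activation above the mean activation of all tested compounds plus 3 SD, per screening run, cut at about 20% in these data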;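 further: signal is peak over basal fluorescence ratio across a 100 second FLIPR read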
Target sequence (P37288 whole entry, looked up): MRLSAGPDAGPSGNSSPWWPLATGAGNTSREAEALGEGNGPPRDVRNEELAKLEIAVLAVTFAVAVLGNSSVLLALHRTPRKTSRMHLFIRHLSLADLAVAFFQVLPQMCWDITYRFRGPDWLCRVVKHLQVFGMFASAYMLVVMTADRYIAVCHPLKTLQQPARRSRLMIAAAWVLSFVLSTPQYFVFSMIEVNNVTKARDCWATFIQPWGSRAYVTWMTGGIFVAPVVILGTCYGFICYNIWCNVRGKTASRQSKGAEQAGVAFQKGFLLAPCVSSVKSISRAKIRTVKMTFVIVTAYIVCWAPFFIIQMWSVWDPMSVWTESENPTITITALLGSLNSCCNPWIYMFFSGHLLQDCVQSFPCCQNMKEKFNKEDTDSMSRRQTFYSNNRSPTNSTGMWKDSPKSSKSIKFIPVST
OXTR potentiate = potentiators of human oxytocin receptor; CHO-OTR cells, Fluo-8 calcium fluorescence, potentiator mode; 0% = oxytocin EC15, 100% = EC100; activation, % at 3 µM; 320,000 compounds, 0.061% hits; AID 2445;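 active means activation above that plate's cutoff, the mean activation of tested compounds plus 3 SD, cut at about 6.6% in these data, passing the limit was not always enough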;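 further: 100% uses oxytocin at 75 nM as the full agonist control; some results filed as inactive read as strong as hits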
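Assay system: CHO cell line stably expressing human OTR | Also added: Oxytocin at about EC15, sub-maximal agonist stimulus | Times: Compound 6 min at room temperature before oxytocin, 100 s read | Measured by: Fluo-8 intracellular calcium fluorescence, ex 470-495, em 515-575 nm | Controls: EC15 oxytocin alone as 0%, 75 nM oxytocin as 100%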
MEKK2mut PB1 HTS = signal of MEK5 binding to mutant human MEKK2 PB1 domain. 290,000 compounds, 0.35% hits. percent response, % at 10 µM. bead flow cytometry, Alexa488-MEK5 binding to MEKK2 mutant. AID 1530; in the data active means percent response above about 24%, passing the limit was not always enough; further: inactives centre near 1; some results filed as inactive read as strong as hits
M18AAP inhibitor = blocks P. falciparum M18 aspartyl aminopeptidase. inhibition, % at 7.35 µM. recombinant PfM18AAP, H-Glu-NHMec fluorogenic cleavage. 290,000 compounds, 1.2% hits;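 active means inhibition above the campaign mean inhibition over all tested compounds plus 3 SD, cut at about 28% in these data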;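 further: 0% = plate median of test compound wells and 100% = 2 mM ZnCl2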
OXTR agonist = agonists of human oxytocin receptor | P30559 | CHO-OTR cells, Fluo-8 calcium fluorescence; normalized: DMSO 0%, oxytocin 100% | activation, % at 3 µM | 320,000 compounds, 0.32% hits | AID 2435;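 active means activation above the mean of all tested compounds plus 3 SD, cutoff set per screening run, cut at about 20% in these data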;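 further: peak over basal fluorescence ratio from a 100 s FLIPR kinetic read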
GalR3 antag = antagonists of human GalR3; inhibition, % at 3 µM; AID 651719; O60755; HEK293 GalR3-CNG cAMP membrane potential fluorescence; galR3 body fused to GalR1 C-terminus; 360,000 compounds, 0.44% hits;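 active means inhibition above the screen-wide average plus 3 SD, cut at about 13% in these data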;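 further: forskolin and galanin both at EC90 stimulate the cells; cAMP rise reported by CNG channel membrane potential dye signal; 0% = forskolin plus galanin with DMSO and 100% = forskolin alone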
Target sequence (O60755 1-299 limits assumed): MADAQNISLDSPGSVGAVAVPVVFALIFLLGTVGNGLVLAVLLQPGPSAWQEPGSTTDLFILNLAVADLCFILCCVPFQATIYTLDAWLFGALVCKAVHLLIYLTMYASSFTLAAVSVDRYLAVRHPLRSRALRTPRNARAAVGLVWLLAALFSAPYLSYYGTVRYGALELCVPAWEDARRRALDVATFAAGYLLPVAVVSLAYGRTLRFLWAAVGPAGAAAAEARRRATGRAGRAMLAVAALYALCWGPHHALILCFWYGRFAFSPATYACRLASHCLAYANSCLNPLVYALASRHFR
* hit, by the source's call; x = no result given.

SMILES	GPR7 antag	NALP1 yeast inh	MEKK2wt PB1 HTS	V1aR counter	OXTR potentiate	MEKK2mut PB1 HTS	M18AAP inhibitor	OXTR agonist	GalR3 antag
COc1cc(CNc2ccccc2SC)ccc1O	-9	18	99	1.1	-6	1	8	1.6	-6
Cn1ccnc1SCC(=O)Nc1ccc(SC(F)F)cc1	x	x	x	3.0	-5	x	x	2.2	0
CC(C)OC(=O)CC(=O)CSc1nc2c(c(-c3cccs3)c1C#N)CCC2	-4	x	105	-0.4	-11	27	-1	-1.6	-1
COc1cccc(NC(=O)CN2CCN(CC(=O)Nc3ccccc3Cl)CC2)c1	-1	7	112	-0.5	4	8	4	-0.9	5
Cc1cccc(NS(=O)(=O)c2cccc(C(=O)N3CCN(C/C=C/c4ccccc4)CC3)c2)c1	x	x	x	10.0	-10	x	x	5.1	-7
CCOC(=O)c1ccc(NC(=O)CSCc2ccco2)cc1	12	0	95	-0.2	-1	0	6	0.7	-1
O=c1c2c3c(sc2ncn1Cc1ccc(F)cc1)CCC3	-5	-14	97	-0.5	3	-3	6	-2.5	4
CC(C)C[C@@H](CO)N1CCN(Cc2ccc([N+](=O)[O-])cc2)CCC1=O	-6	21	103	1.0	-12	-1	6	1.1	-8
C=CCN=C1SC(C)(C)C(=O)N1S(=O)(=O)c1ccc(C)cc1	8	4	88	0.1	8	-14	-2	0.0	-3
Cc1cccc(OCc2nnc(SCC(=O)N3c4ccccc4CCc4ccccc43)o2)c1	-17	x	101	0.9	-17	7	-5	0.1	2
CN(C)c1cc(-c2cccc(C(F)(F)F)c2)oc(=O)c1Cl	x	x	x	-1.1	0	x	x	-0.8	-1
CC(C)CNS(=O)(=O)c1cc(C(=O)OCC(=O)c2ccc3c(c2)OCCO3)c(Cl)cc1Cl	-2	32	103	1.4	-3	3	-10	1.4	-8
CC(C)[C@H](NC(=O)N1c2ccccc2NC(=O)[C@@H]1C(C)C)C(=O)N[C@@H](Cc1ccccc1)C(=O)O	-12	5	99	0.5	1	1	-4	-0.4	-3
COc1ccc(-c2nc(C#N)c(N3CCN(c4ccccc4)CC3)o2)cc1	-11	37	111	-0.1	-5	6	4	-0.6	-1
O=C1CS/C(=N/N=C/c2ccccc2)N1Cc1ccco1	-6	14	102	12	-14	10	-10	4.3	-2
O=C(CSc1nnc(-c2ccc(S(=O)(=O)N3CCCC3)cc2)o1)NCC1CCCO1 (stereo not drawn)	2	-10	83	-0.1	-3	-11	-4	1.1	-1
O=c1[nH]cnc2c1C(c1ccc(Cl)cc1)c1c(nc[nH]c1=O)O2	3	3	108	x	x	12	-13	x	x
Cc1c(C(=O)Nc2nnc(C(F)(F)F)s2)oc2ccccc12	x	6	106	4.4	-9	1	x	5.4	-5
Cn1cc(C(=O)c2ccc(Cl)cc2)cc1-c1nc2ccccc2n1C	-6	0	101	4.9	-15	2	-4	5.4	0
CC1(C)CC(NC(=O)COc2ccc3ccccc3c2)CC(C)(C)N1	-3	8	105	-0.2	-8	6	1	0.5	-7
Nc1cc2nc3ccccc3oc-2cc1=O	-6	30	72	2.6	-2	-36	23	5.8	-6
COc1ccc(-n2cc(C(=O)O)c3ccccc3c2=O)cc1	-3	10	98	0.5	0	-1	-11	0.1	-2
COc1ccc(CCN2C(=O)C3CC(C)=C(C)CC3C2=O)cc1OC (stereo not drawn)	-1	-5	100	-0.4	-3	0	4	-0.8	-3
CN(C)C(=O)c1ccc(NC(=O)COC(=O)c2cc3c(s2)CCCCC3)cc1	x	x	x	8.8	-11	x	x	7.5	-7
Cc1ccc(-c2c(C(=O)NCc3ccc(F)cc3)oc(=O)c3ccccc23)cc1	-3	29	99	0.5	1	-1	-4	-2.2	2

Whole records from above. Values in the order: GPR7 antag, NALP1 yeast inh, MEKK2wt PB1 HTS, V1aR counter, OXTR potentiate, MEKK2mut PB1 HTS, M18AAP inhibitor, OXTR agonist, GalR3 antag
`Nc1cc2nc3ccccc3oc-2cc1=O` is listed with -6, 30, 72, 2.6, -2, -36, 23, 5.8, -6
`COc1ccc(CCN2C(=O)C3CC(C)=C(C)CC3C2=O)cc1OC` (stereo not drawn) is listed with -1, -5, 100, -0.4, -3, 0, 4, -0.8, -3
`O=c1c2c3c(sc2ncn1Cc1ccc(F)cc1)CCC3` is listed with -5, -14, 97, -0.5, 3, -3, 6, -2.5, 4

The listing continues:
SMILES	GPR7 antag	NALP1 yeast inh	MEKK2wt PB1 HTS	V1aR counter	OXTR potentiate	MEKK2mut PB1 HTS	M18AAP inhibitor	OXTR agonist	GalR3 antag
c1ccc(-n2c(Cc3cn4ccsc4n3)nnc2N2CCOCC2)cc1	-4	-16	102	0.5	-8	5	-2	0.2	0
O=C(CNS(=O)(=O)c1ccc(Br)s1)Nc1ccc2c(c1)OCCO2	-17	21	106	-0.1	-7	4	-8	0.4	-3
COc1ccc(CNC(=O)COC(=O)c2ccccc2C(=O)c2ccccc2)cc1	4	0	98	-1.3	-9	-6	4	-2.3	-8
Nc1ncnc(Nc2c(F)cccc2F)n1	-9	34	74	2.1	-4	-33	-14	-0.1	0
CC(=O)Nc1ccc(S(=O)(=O)Nc2ccc3c(c2)OCCO3)cc1Cl	-1	x	95	9.4	-17	-21	-5	16	-6
Cc1cccc(NC(=O)c2cccs2)n1	-18	-11	102	-0.3	-5	1	-6	-0.1	-1
COc1cccc(C(=O)N/N=C/c2cn[nH]c2-c2ccc(OC)cc2OC)c1	-7	-13	108	0.1	-3	12	6	-2.0	-4
CC(Oc1ccccc1F)C(=O)/C=C/N(C)C (stereo not drawn)	3	-3	101	-0.6	-12	7	3	0.3	x
Cc1cccc(Cc2nnc(CCC(=O)NCc3ccncc3C)o2)c1	5	5	98	0.0	-11	-14	-13	-0.2	3
Cc1nc2[nH]c(=O)c3c(n2n1)NC1=C(C(=O)CC(C)(C)C1)C3c1ccc(F)cc1 (stereo not drawn)	-3	3	96	0.2	-5	-3	4	0.0	-3
Cc1ccc(CNc2nc(-c3cccs3)nc3ccccc23)cc1	-9	28	124	0.7	-11	1	3	0.5	3
CCCCC(=O)NS(=O)(=O)c1ccc(N=NN2CCCCC2)cc1	9	12	93	1.2	-5	-2	6	0.2	0
NNC(=S)NC1CCS(=O)(=O)C1 (stereo not drawn)	14	x	84	0.5	-3	-25	4	0.2	-3
O=C(NC(=O)N1CCN(C(c2ccccc2)c2ccccc2)CC1)c1ccccc1	-1	x	104	0.1	-7	-3	0	-2.3	2
CCOCCCNCC(=O)Nc1ccccc1N1CCOCC1	-10	3	111	1.1	2	10	-2	0.5	-5
O=C(NC(Cc1ccccc1)c1nc2ccccc2[nH]1)C1CC(=O)N(c2ccc3c(c2)OCCO3)C1 (stereo not drawn)	0	-7	99	0.2	-3	5	1	-1.4	-3
CC(/C=C/c1ccccc1)=N\NC(=O)c1cc(C)[nH]n1	-12	5	95	0.3	-5	-4	2	-0.3	-5
O=C(CN1C(=O)NC2(CCCC2)C1=O)Nc1ccccc1	-12	11	103	0.3	-14	1	-4	0.0	-7
Cc1cccc(N2C(=O)CC(N3CCN(Cc4ccc5c(c4)OCO5)CC3)C2=O)c1 (stereo not drawn)	-12	17	101	-0.3	-4	3	-32	-0.3	0
Cc1ccccc1Nc1nnc(SCC(=O)NC2CCCc3ccccc32)s1 (stereo not drawn)	5	26	91	-1.0	-11	-2	-8	-1.3	-6
CCOc1ccc(-c2c(=O)n(OCc3nc4ccccc4[nH]3)c3ccccc3[n+]2[O-])cc1	-6	12	103	-1.3	-1	2	0	-3.3	-4
CC1=Nc2ccccc2/C1=C\c1nc(-c2ccc(C(F)(F)F)cc2)oc1O	10	6	83	7.1	-6	7	-11	7.2	-5
CCOC(=O)c1ccccc1NC(=O)COC(=O)C1CCCC1	x	x	x	-1.6	-10	x	x	-1.8	-4
O=C(C1CCCC1)N1CCC(CC2CC(c3ccc(Cl)cc3)=NO2)(C(=O)NCC2CCCCC2)CC1 (stereo not drawn)	-15	0	92	-1.3	0	3	3	-1.9	-7
Cc1cc(C)cc(N(CCC#N)C(=O)COC(=O)Cn2[nH]c(=O)c3ccccc3c2=O)c1	x	x	x	0.8	-10	x	x	1.9	-5
Next part.
SMILES	GPR7 antag	NALP1 yeast inh	MEKK2wt PB1 HTS	V1aR counter	OXTR potentiate	MEKK2mut PB1 HTS	M18AAP inhibitor	OXTR agonist	GalR3 antag
Cc1ccc(C)c(OCCOCCN2CC(C)OC(C)C2)c1C (stereo not drawn)	-6	-1	105	-0.1	-4	2	12	-0.4	2
CCCN(CCC)C(=O)CSc1nc2c(sc(=S)n2-c2ccc(OCC)cc2)c(=O)[nH]1	-9	-1	108	1.4	-8	8	3	0.1	-6
CC(C)CC(=O)Nc1ccccc1N1CCN(c2ccc(F)cc2)CC1	-6	8	89	-1.8	-10	-11	-1	-1.0	-5
O=C(Nc1ccccc1)N1CCc2scc[n+]2-c2ccccc21	-3	16	94	0.6	-8	-5	16	-0.5	-2
CC(C)CSc1nc2ccccc2c(=O)[nH]1	-4	18	101	-1.8	-4	14	-5	-2.3	-3
Cn1cccc1C(=O)/C(C#N)=C/c1ccc(F)cc1	-10	-1	103	2.6	-9	5	4	1.4	-6
Cc1cccc(NC(=O)c2cccc3c2C(=O)c2ccccc2-3)c1	-9	-2	x	-1.2	-4	x	-4	-1.3	-5
CC(=O)c1ccc(NC(=O)c2cc(=O)[nH]c3ccccc23)cc1	-4	24	98	1.6	3	0	-11	0.6	-10
COc1ccc(-c2onc(C)c2-c2cnn(-c3ccccc3)c2)c(O)c1	-12	-4	93	0.1	-21	-6	1	0.8	-3
COc1ccc(C(=O)NCC(=O)OCC(=O)NCc2ccc3c(c2)OCO3)cc1	x	x	x	-0.5	1	x	x	-1.0	-7
CCCc1nc2c(sc3nc4c(cc32)COC(C)(C)C4)c(=O)n1Cc1ccco1	-19	2	102	0.2	-7	3	-58	0.0	0
CCCCNC(=O)c1onc(CSc2cccc(OC)c2)c1C(=O)O	0	2	104	0.1	-6	1	1	-0.3	-6
O=C1N[C@@H](Cc2ccccc2)COC(=O)[C@@H](Cc2ccc(F)cc2)C/C=C\C[C@@H]1CC(=O)N(CCO)Cc1ccccc1	x	x	x	6.2	-7	x	x	4.5	1
Cc1cc(C(=O)COC(=O)Cc2ccc(Cl)cc2)c(C)n1C	x	x	x	0.5	1	x	x	-1.1	-6
CSc1ccccc1C(=O)C1CCCN(C(=O)c2csnn2)C1 (stereo not drawn)	-7	-2	89	-0.7	-9	-9	7	-0.7	-3
Cc1nonc1NC(=O)CSc1nc(C2CCCCC2)nc2ccccc12	-6	2	101	-1.1	-8	-3	4	-2.3	-5
CC(=O)NCC1CCCN(C(=O)c2ccc(OC3CCN(Cc4ccccn4)CC3)cc2)C1 (stereo not drawn)	0	21	98	-0.2	-4	-1	-5	1.4	-3
Cn1ncc([N+](=O)[O-])c1C(=O)Nc1ccc2c(c1)OCCO2	-7	1	104	0.4	-15	5	-7	0.3	2
CCN(CC(=O)Nc1ccc(NC(C)=O)cc1)C(=O)/C=C/c1cccs1	-7	31	104	-0.1	1	9	-5	0.0	-4
CN(Cc1cccc(F)c1)C(=O)Cc1ccc(S(=O)(=O)N2CCOCC2)s1	x	x	x	0.3	-3	x	x	0.1	0
CSC1=C(C#N)C(c2ccc(C)s2)CC(=O)N1 (stereo not drawn)	-2	12	100	-0.6	-1	-2	-2	-0.2	-6
N#Cc1cnc2nc(SCc3ccccc3)nn2c1	-9	19	99	1.4	-21	1	-5	3.0	-13
